# SIAE inh: human SIAE inhibition, primary screen; inhibition, % at 9.66 µM; 370,000 tested, 0.69% active; AID 1053197; SIAE FP-Rh probe binding, fluorescence polarization; Q9HAT2;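 active = inhibition above a cutoff: mean of compounds within the control limits plus 3 SD of those, cut at about 17% in these data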;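 also: 0% = plate median of compound wells and 100% = probe without SIAE protein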
# Target sequence (Q9HAT2 whole entry, looked up): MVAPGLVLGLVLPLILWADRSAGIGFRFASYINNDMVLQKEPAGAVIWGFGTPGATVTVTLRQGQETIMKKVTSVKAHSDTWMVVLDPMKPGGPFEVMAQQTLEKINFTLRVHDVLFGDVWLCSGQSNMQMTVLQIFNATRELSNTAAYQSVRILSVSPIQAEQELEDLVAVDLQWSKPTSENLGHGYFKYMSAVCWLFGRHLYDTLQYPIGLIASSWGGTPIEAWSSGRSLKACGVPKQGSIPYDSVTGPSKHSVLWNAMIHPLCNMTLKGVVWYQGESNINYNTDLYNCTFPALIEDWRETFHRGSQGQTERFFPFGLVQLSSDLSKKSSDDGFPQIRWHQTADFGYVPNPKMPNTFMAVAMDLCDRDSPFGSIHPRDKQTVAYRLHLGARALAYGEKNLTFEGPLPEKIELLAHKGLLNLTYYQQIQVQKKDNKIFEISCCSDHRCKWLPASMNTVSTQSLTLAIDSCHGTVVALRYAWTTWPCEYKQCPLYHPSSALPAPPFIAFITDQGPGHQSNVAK
# HTRA1 inh: blocks human HTRA1 serine peptidase; 340,000 tested, 0.5% active; inhibition, % at 5.96 µM; AID 504803; Q92743; recombinant HTRA1, FP-rhodamine activity-based probe, fluorescence polarization; in the data active = inhibition above about 36%;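 also: 0% = enzyme with DMSO and 100% = wells lacking enzyme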
# Target sequence (Q92743 whole entry, looked up): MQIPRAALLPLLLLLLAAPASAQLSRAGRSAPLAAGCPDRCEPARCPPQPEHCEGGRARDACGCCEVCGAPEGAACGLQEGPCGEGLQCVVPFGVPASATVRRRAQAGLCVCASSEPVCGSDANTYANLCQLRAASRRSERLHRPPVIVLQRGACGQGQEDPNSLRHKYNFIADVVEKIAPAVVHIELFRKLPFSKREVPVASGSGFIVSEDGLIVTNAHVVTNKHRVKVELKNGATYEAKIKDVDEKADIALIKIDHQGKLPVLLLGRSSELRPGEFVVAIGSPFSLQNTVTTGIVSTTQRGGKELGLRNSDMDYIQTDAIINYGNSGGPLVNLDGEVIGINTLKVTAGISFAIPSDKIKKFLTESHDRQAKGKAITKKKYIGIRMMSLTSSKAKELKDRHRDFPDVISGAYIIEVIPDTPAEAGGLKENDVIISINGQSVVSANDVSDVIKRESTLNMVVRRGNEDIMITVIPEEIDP
# * marks the source's active call; other numbers are inactive results; / = not tested or not shown. A portion of the library, so the mix of outcomes need not match the whole.
O=C(Nc1ccon1)c1cc2c(s1)CCCC2
  SIAE inh: / | HTRA1 inh: 3

O=C(CN1CCOCC1)Nc1ccc(Cl)c(Cl)c1
  SIAE inh: / | HTRA1 inh: -4

O=C(CSc1ccc(-c2ccc(F)cc2)nn1)N1CCCCC1
  SIAE inh: / | HTRA1 inh: 5

CCN1CCCC1CNC(=O)C1CCN(Cc2nc(-c3cccc(Br)c3)oc2C)CC1 (stereo not drawn)
  SIAE inh: / | HTRA1 inh: 9

CC(=O)N1[C@H](C)C=C[C@]1(Cc1ccccc1)C(=O)NCCc1c[nH]c2ccccc12
  SIAE inh: / | HTRA1 inh: -6

CCCc1c(CC)c(=N)c2ccccc2n1C
  SIAE inh: / | HTRA1 inh: -3

CCN1CCN(c2ccc(S(=O)(=O)N3CCCCC3)cc2NC(=O)c2ccc(C)o2)CC1
  SIAE inh: / | HTRA1 inh: -4

COc1ccc(CCNc2nc(C)c(C(C)=O)s2)cc1OC
  SIAE inh: / | HTRA1 inh: 1

CCOC(=O)N1CCN(C(=O)Cc2ccc(-n3c(=S)[nH]c4ccccc4c3=O)cc2)CC1
  SIAE inh: / | HTRA1 inh: 7

Cc1noc(/C=C/c2ccco2)c1S(=O)(=O)N1CCC(C(=O)N2CCc3ccccc3C2)CC1
  SIAE inh: / | HTRA1 inh: -32

O=C1Cc2cc(NS(=O)(=O)c3cc(F)ccc3F)cc3c2N1CCC3
  SIAE inh: / | HTRA1 inh: 0

CCOC(=O)c1c(NC(=O)COc2ccccc2OCC)sc2c1CC(C)(C)NC2(C)C
  SIAE inh: / | HTRA1 inh: -13

O=C(CC(NS(=O)(=O)c1ccc(Cl)cc1)c1ccco1)NC1CCCC1 (stereo not drawn)
  SIAE inh: / | HTRA1 inh: 4

O=C(C1=C(O)C(=O)N(CCCn2ccnc2)C1c1ccccc1)c1ccco1 (stereo not drawn)
  SIAE inh: / | HTRA1 inh: 4

CC(C)=CCc1c(O)cc(O)c2c(=O)c(O[C@@H]3O[C@@H](C)[C@H](O)[C@@H](O)[C@H]3O)c(-c3ccc(O)cc3)oc12
  SIAE inh: / | HTRA1 inh: -33

C[C@@]12C(=O)N(c3cccc(F)c3)C(=O)N1[C@H](c1ccc(F)cc1)[C@@H]1C(=O)N(C3CCCCC3)C(=O)[C@@H]12
  SIAE inh: / | HTRA1 inh: -28

Cc1c(C)c2cccnc2c2ncccc12
  SIAE inh: / | HTRA1 inh: 7

Fc1ccc(Br)cc1C1C=C(c2ccc(Br)s2)Nc2ncnn21 (stereo not drawn)
  SIAE inh: / | HTRA1 inh: -18

O=C1c2ccccc2C(=O)N1CC1c2ccccc2CCN1C(=O)N1CCOCC1 (stereo not drawn)
  SIAE inh: / | HTRA1 inh: 0

O=C(NC1CCCCC1)c1ccc(OC2CCN(Cc3ccccn3)CC2)cc1
  SIAE inh: / | HTRA1 inh: -1

CC1CCN(C(=O)CN2C(=O)C(=O)c3ccccc32)CC1
  SIAE inh: / | HTRA1 inh: 6

Cc1cccc(CCNC(=O)Cn2ncc3c([nH]c4ccccc43)c2=O)c1
  SIAE inh: / | HTRA1 inh: -2

N#Cc1cccc(S(=O)(=O)Nc2c(NC3CCCCC3)c3ccccc3oc2=O)c1
  SIAE inh: / | HTRA1 inh: -20

COc1ccc(-c2csc(N3CCN(Cc4ccc5c(c4)OCO5)CC3)n2)cc1
  SIAE inh: / | HTRA1 inh: -4

Nc1ccccc1O
  SIAE inh: / | HTRA1 inh: 20

O=C(Nc1cc(C(F)(F)F)ccc1F)C1CCCCC1
  SIAE inh: / | HTRA1 inh: -6

COc1ccccc1C(=O)Nc1nc2cc3c(cc2s1)OCCO3
  SIAE inh: / | HTRA1 inh: -21

CCN(CC(=O)Nc1cc(Cl)ccc1C)C(=O)c1ccc(N2CCCC2=O)cc1
  SIAE inh: / | HTRA1 inh: 0

C#CCOCCOCCOCCNc1nc(N2CCN(C(=O)[C@H]([C@@H](C)O)n3cc(CCCCN)nn3)CC2)nc(N2CCN(C(=O)[C@H](C)n3cc(CCCN=C(N)N)nn3)CC2)n1
  SIAE inh: / | HTRA1 inh: 4

CCOc1ccccc1NC(=O)NC1Cc2ccccc2C1
  SIAE inh: / | HTRA1 inh: 8

O=C(CCN1C(=O)/C(=C/c2cccc(Br)c2)SC1=S)NNC(=O)c1cccnc1
  SIAE inh: / | HTRA1 inh: -1

CC(C)OP(=O)(OC(C)C)C(Nc1cccc(C(=O)O)c1)c1ccccc1 (stereo not drawn)
  SIAE inh: / | HTRA1 inh: 3

CCc1cccc2sc(N3CCN(C(=O)c4ccc([N+](=O)[O-])o4)CC3)nc12
  SIAE inh: / | HTRA1 inh: -7

Cc1cc(C(=O)OCC(=O)c2ccc(Br)s2)no1
  SIAE inh: / | HTRA1 inh: 3

CCN(c1ccccc1)S(=O)(=O)c1ccc(C(=O)NC2CCN(Cc3ccccc3)CC2)cc1
  SIAE inh: / | HTRA1 inh: -7

COCCn1c(SCc2nc(N)nc(Nc3ccccc3C)n2)nc2ccccc2c1=O
  SIAE inh: / | HTRA1 inh: -3

Cc1cc2n(n1)C(c1c[nH]c3ccccc13)Nc1ccccc1-2 (stereo not drawn)
  SIAE inh: / | HTRA1 inh: -38

CCCCNC(=O)[C@H]1C[C@H]1[C@@H](O)[C@H](CO)NC(=O)[C@H](CC(C)C)NC(=O)OC(C)(C)C
  SIAE inh: / | HTRA1 inh: -5

Brc1ccc(-c2nnc3sc(CN4CCN(c5ccccc5)CC4)cn23)cc1
  SIAE inh: / | HTRA1 inh: -3

O=C(O)c1cccc(NS(=O)(=O)c2ccc(C3CCCCC3)cc2)c1
  SIAE inh: / | HTRA1 inh: -18

CCCN(CCC)CCNc1c(N2CCN(C(=O)OCC)CC2)c(=O)c1=O
  SIAE inh: / | HTRA1 inh: -1

COC(=O)[C@@]1(Cc2ccccc2)[C@@H]2C(=CC(=O)[C@H]2CC(=O)C(=O)N(C)C)CN1C(=O)c1ccccc1
  SIAE inh: / | HTRA1 inh: -8

CCCN(CC(=O)Nc1ccccc1OC)C(=O)Cc1ccc2c(c1)CCC2
  SIAE inh: / | HTRA1 inh: -14

CCCCc1nc(C(N)=O)c2[nH]c(=O)n(-c3ccc(OCC)cc3)c2n1
  SIAE inh: / | HTRA1 inh: 1

Cc1ccc(Cn2c(=O)cc(C(=O)O)c3ccccc32)cc1
  SIAE inh: / | HTRA1 inh: 7

COc1ccc(-c2csc3ncnc(N4CCN(c5ccccc5O)CC4)c23)cc1
  SIAE inh: / | HTRA1 inh: -16

Cc1cccc(NC(=O)/C(=C\c2cccs2)NC(=O)c2ccccc2)c1
  SIAE inh: / | HTRA1 inh: -5

C#CCOCCOCCOCCNc1nc(N2CCN(C(=O)CCCCCCCCCCNC(=O)[C@@H](CCSC)n3cc(CCO)nn3)CC2)nc(N2CCN(C(=O)CCCCCCCCCCNC(=O)[C@H](CCCN=C(N)N)n3cc(C[C@@H](C)CC)nn3)CC2)n1
  SIAE inh: / | HTRA1 inh: -67

O=C1CNC(=S)N1CCCc1ccccc1
  SIAE inh: / | HTRA1 inh: 6

Cc1nc([N+](=O)[O-])cn1CC(=O)c1ccc(OC(F)(F)F)cc1
  SIAE inh: / | HTRA1 inh: 2

# Part of the list above, with values ahead of the structure:
SIAE inh | HTRA1 inh | structure
/ | -6 | O=C(Nc1cc(C(F)(F)F)ccc1F)C1CCCCC1
/ | -21 | COc1ccccc1C(=O)Nc1nc2cc3c(cc2s1)OCCO3
/ | 0 | CCN(CC(=O)Nc1cc(Cl)ccc1C)C(=O)c1ccc(N2CCCC2=O)cc1
/ | 4 | C#CCOCCOCCOCCNc1nc(N2CCN(C(=O)[C@H]([C@@H](C)O)n3cc(CCCCN)nn3)CC2)nc(N2CCN(C(=O)[C@H](C)n3cc(CCCN=C(N)N)nn3)CC2)n1
/ | 8 | CCOc1ccccc1NC(=O)NC1Cc2ccccc2C1
/ | -1 | O=C(CCN1C(=O)/C(=C/c2cccc(Br)c2)SC1=S)NNC(=O)c1cccnc1

# Going on with the list:
# Screens in order – SIAE inh	HTRA1 inh
- CCOc1ccc2nc(SC3CC(=O)N(c4ccccc4)C3=O)sc2c1 (stereo not drawn)
 : /	-4
- O=C(c1cc(-c2cccs2)on1)N1CCN(c2ccccc2)CC1
 : /	-9
- CCOc1ccccc1/C=N/Nc1nc(C)cc(=O)[nH]1
 : /	-9
- COc1c(O)ccc2c1CN1CCc3cc4c(cc3C1C2)OCO4 (stereo not drawn)
 : /	26
- O=C(c1ccc(OC(F)(F)F)cc1)c1ncc[nH]1
 : /	-3
- Clc1ccccc1-c1nn2c(-c3ccncc3)nnc2s1
 : /	-14
- C=CC(C)(C)c1c(O)c(CC=C(C)C)c(O)c2c(=O)c3ccc(O)c(O)c3oc12
 : /	37*
- Cc1ccc(OCCC(=O)N(CCC(C)C)c2c(N)n(Cc3ccccc3)c(=O)[nH]c2=O)cc1
 : /	-20
- CCC(C)Sc1cccc(-c2nc3ccc(Cl)cn3c2NCc2ccccc2)c1 (stereo not drawn)
 : /	-29
- Cc1cc(=O)n2[nH]c(C(F)(F)F)c(-c3ccccc3)c2n1
 : /	-3

# Next section (seven carried over from the part before).
# Screens in order – SIAE inh	HTRA1 inh
- COc1c(O)ccc2c1CN1CCc3cc4c(cc3C1C2)OCO4 (stereo not drawn)
 : /	26
- O=C(c1ccc(OC(F)(F)F)cc1)c1ncc[nH]1
 : /	-3
- Clc1ccccc1-c1nn2c(-c3ccncc3)nnc2s1
 : /	-14
- C=CC(C)(C)c1c(O)c(CC=C(C)C)c(O)c2c(=O)c3ccc(O)c(O)c3oc12
 : /	37*
- Cc1ccc(OCCC(=O)N(CCC(C)C)c2c(N)n(Cc3ccccc3)c(=O)[nH]c2=O)cc1
 : /	-20
- CCC(C)Sc1cccc(-c2nc3ccc(Cl)cn3c2NCc2ccccc2)c1 (stereo not drawn)
 : /	-29
- Cc1cc(=O)n2[nH]c(C(F)(F)F)c(-c3ccccc3)c2n1
 : /	-3
- Cc1sc(NC(=O)c2ccco2)c(CN2CCN(c3ccccn3)CC2)c1C
 : /	-10
- CS(=O)(=O)c1ccc(C(=O)OCC(=O)N(CCc2ccccc2)Cc2ccccc2)cc1
 : /	-15
- CCOCCCNC(=S)NCCNc1nc2c(C)cccc2cc1C#N
 : /	-7
- CCOc1ccc(NC(=O)COC(=O)Cn2cnnn2)cc1OCC
 : /	1
- O=C(OCC1OC(n2cnc3c(N(C(=O)c4ccccc4)C(=O)c4ccccc4)ncnc32)C(O)C1F)c1ccccc1 (stereo not drawn)
 : /	-60
- COc1ccc(OC)c(S(=O)(=O)Nc2c(NC3CCCCC3)c3ccccc3oc2=O)c1
 : /	-13
- O=C1c2ccccc2C(Nc2ccc3c(c2)OCCO3)N1Cc1ccccc1 (stereo not drawn)
 : /	-2
- CC(C)OCCCNC(=O)C(C)Oc1ccccc1 (stereo not drawn)
 : /	4
- COc1cccc(C(=O)Nc2cccc(OCC(=O)O)c2)c1
 : /	-6
- O=C(CSc1ccc2c(c1)OCCO2)Nc1ccc2c(c1)OCO2
 : /	-3
- O=C(OCn1ncc(Cl)c(Cl)c1=O)c1cccc(C(F)(F)F)c1
 : /	-16
- Cc1cc2oc(=O)cc(Cn3ncc(Cl)c(Cl)c3=O)c2cc1Cl
 : /	-1
- CC(=O)n1nc(-c2ccco2)nc1SCc1ccccc1
 : /	4
- COc1ccc(C(=O)/C=C/Nc2ccc([N+](=O)[O-])cc2C)c(OC)c1
 : /	1
- Cc1nnc(N2CCC(C(=O)NC3CCC(C)CC3)CC2)c2nn(-c3ccc(Cl)cc3)c(C)c12 (stereo not drawn)
 : /	2
- O=C(Nc1ccc(OC(F)(F)F)cc1)C1CCCN(S(=O)(=O)c2cnc[nH]2)C1 (stereo not drawn)
 : /	4
- COc1ccc(N2CCN(CCNC(=O)CCC(=O)NNc3nc4ccccc4c4nc(C)nn34)CC2)cc1
 : /	5
- O=C(NC1CC1)C1CCN(c2ccc(S(=O)(=O)N3CCOCC3)cc2)CC1
 : /	-5
- COc1ccc(/C=C/c2ccncc2)c2ccccc12
 : /	-9
- C[N+](C)(CCCCCC[N+](C)(C)CCCN1C(=O)c2cccc3cccc(c23)C1=O)CCCN1C(=O)c2cccc3cccc(c23)C1=O
 : /	5
- C=CCN1C=C2C(=O)C(C)(OC(=O)CCC(=O)OC)C(=O)C(Br)=C2C=C1c1ccc(OC)cc1 (stereo not drawn)
 : /	63*
- Cc1ccc(C)n1-c1ccc(C(=O)NCc2cccnc2)cc1
 : /	2
- COc1ccc(C2=NOC(C(=O)N3CCCCCC3)C2)cc1OC (stereo not drawn)
 : /	-3
- C=CCNc1sc(C(=O)c2ccccc2)c(N)c1-c1nc2ccccc2s1
 : /	31
- Cc1ccc(S(=O)(=O)/N=C2\C(=O)c3ccccc3C([O-])=C2n2cc[n+](CCC(C)C)c2)cc1
 : /	-1
- COc1cccc(C2C=C(c3ccc(Br)s3)Nc3ncnn32)c1OC (stereo not drawn)
 : /	0
- CC1CN(C(=O)Cn2cc(S(=O)(=O)CC(=O)N3CCOCC3)c3ccccc32)CC(C)O1 (stereo not drawn)
 : 2	-2
- Nc1c(C(=O)Nc2ccc(S(=O)(=O)N3CCCC3)cc2)sc2nc3ccc(OC(F)(F)F)cc3cc12
 : -22	-18
- CC(C)(C)c1cc(NC(=O)NN2CCOCC2)nn1-c1c(Cl)cc(Cl)cc1Cl
 : -3	-3

# High-throughput results from PubChem.
